Source: PubChem (several laboratories)
IDE inh: human IDE inhibitors in live cells, primary screen, fluorescence polarization, HEK cells, FAbetaB substrate | Insulin-degrading enzyme (Homo sapiens), P14735 | FAbetaB cleavage | inhibition, % at 5.59 µM | 320,000 compounds, 0.41% hits | AID 434962, 2010;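 active = percent inhibition above the average of all tested compounds plus 3 SD, set per screening campaign, cut at about 16% in these data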;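 also: IDE supplied by intact live HEK cells; FP after avidin binding of uncleaved biotin substrate so inhibition keeps polarization high; 0% = DMSO wells and 100% = 60 µM reference IDE inhibitor Ii1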
Target sequence (P14735 whole entry, looked up): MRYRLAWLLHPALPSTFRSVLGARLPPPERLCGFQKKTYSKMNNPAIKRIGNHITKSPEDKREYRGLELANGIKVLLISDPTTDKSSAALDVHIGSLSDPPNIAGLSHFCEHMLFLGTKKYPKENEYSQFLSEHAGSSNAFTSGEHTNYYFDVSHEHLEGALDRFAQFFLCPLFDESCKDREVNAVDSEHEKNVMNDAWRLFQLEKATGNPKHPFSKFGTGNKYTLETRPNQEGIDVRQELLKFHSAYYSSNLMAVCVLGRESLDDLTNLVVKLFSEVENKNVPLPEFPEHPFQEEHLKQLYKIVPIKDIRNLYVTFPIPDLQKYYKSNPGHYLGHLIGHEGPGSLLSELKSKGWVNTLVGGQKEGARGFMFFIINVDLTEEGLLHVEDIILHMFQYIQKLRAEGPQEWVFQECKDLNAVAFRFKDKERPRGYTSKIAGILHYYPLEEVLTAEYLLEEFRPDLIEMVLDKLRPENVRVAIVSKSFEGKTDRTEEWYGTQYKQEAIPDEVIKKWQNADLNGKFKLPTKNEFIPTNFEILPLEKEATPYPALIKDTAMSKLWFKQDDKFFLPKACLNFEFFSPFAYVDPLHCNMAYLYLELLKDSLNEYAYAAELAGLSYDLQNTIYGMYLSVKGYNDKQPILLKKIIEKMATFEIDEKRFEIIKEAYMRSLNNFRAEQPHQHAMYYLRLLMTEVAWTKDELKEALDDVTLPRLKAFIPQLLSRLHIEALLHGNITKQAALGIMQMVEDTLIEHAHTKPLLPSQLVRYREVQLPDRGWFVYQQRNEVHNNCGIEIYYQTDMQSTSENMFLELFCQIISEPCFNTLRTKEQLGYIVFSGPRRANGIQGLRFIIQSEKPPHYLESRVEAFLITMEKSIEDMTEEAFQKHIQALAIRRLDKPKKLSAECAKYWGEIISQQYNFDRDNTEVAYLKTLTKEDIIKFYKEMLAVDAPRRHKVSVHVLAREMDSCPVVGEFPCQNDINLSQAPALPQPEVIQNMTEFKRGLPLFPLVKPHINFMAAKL
CRFBP-R2 block: antagonists of CRF-BP/CRF-R2 complex, primary screen, cell-based, HEK293, calcium dye fluorescence, uHTS. AID 588475, 2011. inhibition, % at 11.8 µM. CRF-induced calcium fluorescence. 350,000 compounds, 0.59% hits;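 active = inhibition of the ligand-induced calcium signal above about 50% at the single tested concentration, limit read from the data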
GalR3 antagonist: GalR3 antagonists in HEK293 cells, primary screen, cell-based, fluorescence readout; AID 651719, 2012; HEK293 GalR3-CNG cAMP membrane potential fluorescence; galR3 body fused to GalR1 C-terminus; inhibition, % at 3 µM; 360,000 compounds, 0.44% hits;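 active = inhibition above the screen-wide average plus 3 SD, cut at about 13% in these data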;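 also: forskolin and galanin both at EC90 stimulate the cells; cAMP rise reported by CNG channel membrane potential dye signal; 0% = forskolin plus galanin with DMSO and 100% = forskolin alone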
CRFBP-R2 agonist: agonists of CRF-BP/CRF-R2 complex, primary screen, cell-based, HEK293, calcium dye fluorescence, uHTS | CRF-binding protein / CRF receptor 2 complex (human) | calcium dye fluorescence (FLIPR); percent of saturating CRF peptide response | activation, % at 13.2 µM | 350,000 compounds, 0.46% hits;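 active = activation of at least 50%, plus an integration ratio under a set limit after plate pattern correction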;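 also: plate controls were neutral control wells without compound for no effect and CRF at EC100 for full effect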
IDE cell activ: human IDE activators in live cells, primary screen, fluorescence polarization, HEK cells, FAbeta-B substrate; 340,000 compounds, 0.073% hits; Insulin-degrading enzyme (Homo sapiens), P14735; AID 493087, 2011; activation, % at 5.96 µM; FAbeta-B cleavage; 0% vehicle, 100% cell-free pure enzyme wells;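 active = activation above the mean of all tested compounds plus 3 SD, set per screening campaign, cut at about 17% in these data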
PHOSPHO1 block: PubChem AID 1565. recombinant PHOSPHO1, absorbance phosphatase assay. 290,000 compounds, 1.1% hits. inhibition, % at 13.3 µM. Phosphoethanolamine/phosphocholine phosphatase (Homo sapiens), Q8TCT1; in the data active = inhibition above about 60%
MEKK3 PB1 HTS: modulators of MEKK3-MEK5 PB1 binding, primary screen, biochemical, wildtype MEKK3, multiplex bead flow cytometry, Alexa488-MEK5 | binding response (% of control), % at 10 µM | Mitogen-activated protein kinase kinase kinase 3 (Homo sapiens), Q99759 | 290,000 compounds, 1.4% hits | bead-based flow cytometry, Alexa488-MEK5 binding to MEKK3; actives lie on both sides; 0 = blocked by unlabeled MEK5, 100 = vehicle;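 active = binding response more than 3 SD above or below the average of its plate-row segment, actives on both sides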;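 also: Alexa488 bead fluorescence after subtracting the streptavidin-only scavenger bead signal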
pCIP destab: p/CIP-EGFP fusion destabilizers, primary screen, fluorescence, F442A cells. Q05BA5. 16 h. decrease of EGFP signal, % at 10 µM. 290,000 compounds, 0.01% hits. AID 1984, 2009;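 active = EGFP signal decrease of at least 30% at 10 µM or well 3 SD below plate mean, unless failing retest; inactive = the rest, including hits failing retest or dose response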; also: some compounds called inactive have numbers as strong as hits; many of its hits are not listed in these tables
M4 PAM: human M4 muscarinic receptor positive allosteric modulators, primary screen, CHO-K1 cells, Fluo-8 calcium fluorescence; CHO-K1 hM4/Gqi5, ACh EC20; 0% = ACh EC20, 100% = maximal ACh; activation, % at 3 µM; 360,000 compounds, 0.4% hits;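 active = activation above its plate's cutoff, the mean activation of sample wells plus 3 SD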; also: some results filed as inactive read as strong as hits
Starred values were filed as active, the others as inactive; . = not tested or not shown.

SMILES	IDE inh	CRFBP-R2 block	GalR3 antagonist	CRFBP-R2 agonist	IDE cell activ	PHOSPHO1 block	MEKK3 PB1 HTS	pCIP destab	M4 PAM
O=C(NC1=NCCS1)c1ccc([N+](=O)[O-])cc1Cl	3	5	-6	-0.8	-6	24	106	-10	8
CC(=O)c1ccc(NC(=S)N2CCN(c3cccc(Cl)c3)CC2)cc1	-1	13	-6	0.3	4	15	97	-7	0
O=S(=O)(Cc1ccccc1)N1CCN(C2Cc3ccccc3C2)CC1	1	6	-2	-0.8	6	47	102	-2	2
CC(=O)NCCn1c(SCC(=O)NCCC2=CCCCC2)nc2ccccc2c1=O	8	10	-3	0.5	1	-7	99	-6	10
CN1CCN(c2ccc(-c3ccnn3C(=O)Nc3ccccc3)cc2)CC1	1	4	-4	0.9	-5	50	97	7	3
CCOc1ccc(OCC)c2sc(C)nc12	1	-3	-8	0.9	-2	17	103	9	-7
CC1CCCCN1c1ncnc2ccccc12 (centres undefined)	4	-14	-11	-1.5	2	14	90	-8	-5
COc1ccccc1N1CCN(C(=O)C2CCCN(S(=O)(=O)c3ccc(C)cc3)C2)CC1 (centres undefined)	-6	-6	-5	0.1	3	.	.	.	-10
CC1CC(=O)Nc2ccccc2N1S(=O)(=O)c1cccs1 (centres undefined)	4	2	1	0.9	.	20	106	-9	-3
COc1ccc(CN2C(=O)C(C)S/C2=N/N=C/c2ccco2)cc1 (centres undefined)	1	4	-4	0.7	.	46	102	-7	4
O=C(NNC(=O)C1CCN(c2ncccn2)CC1)c1ccccc1	2	21	-3	-0.7	0	-11	91	4	-3
COC(=O)CC1C(=O)NCCN1C(=S)Nc1cccc(C(F)(F)F)c1 (centres undefined)	0	9	-4	-1.3	1	-19	101	9	0
Cc1ccnn1CCSCC(=O)O	-4	11	-2	-1.3	3	6	96	-9	2
CCn1cc(S(=O)(=O)Nc2ncccn2)cn1	5	-5	-2	1.1	3	-6	98	1	3
C#CCN(Cc1ccco1)C(=O)c1cc(COc2cccc3cccnc23)on1	.	9	0	-1.0	.	.	.	.	-6
CCC(=O)c1c[nH]c(C(=O)NCc2ccccc2OC)c1	5	-3	-12	0.0	-4	7	106	-7	-3
O=C(Nc1cccc(-c2nnn(CC(=O)N3CCc4ccccc4C3)n2)c1)C1CCC1	-3	6	-1	1.0	-1	23	107	10	-5
Cc1ccccc1OCC(=O)N/N=C/c1cccc2cccnc12	-3	3	-3	-0.9	2	28	103	6	0
COc1ccc2nc(NC(=O)CSC3=NCCS3)sc2c1	1	35	1	6.5	3	6	93	-6	-5
O=C(C1CC1)N1N=C(c2ccc(Br)cc2)CC1(O)C(F)(F)F (centres undefined)	2	-13	-11	-1.0	4	16	103	0	-13
CCN(CC)CCCN(Cc1cc2cc(OC)c(OC)cc2[nH]c1=O)C(=O)Nc1ccccc1	0	-1	-3	-0.9	-3	15	100	-3	8
CN(C)/C=C(\C#N)S(=O)(=O)c1ccccc1	-3	-2	-4	-0.1	4	47	102	-11	1
CCOC(=O)Nc1sc(C(=O)N(CC)CC)c(C)c1C(=O)OCC	2	-5	-6	1.9	7	18	96	0	1
CC(C)c1ccc(N2CCN(C(=O)c3ccccc3NC(=O)/C=C\C(=O)O)CC2)cc1	-4	-4	-3	-0.6	-1	24	98	-12	-7
CNC(=O)c1c(NC(=O)C2=COCCO2)sc2c1CCN(C(=O)OC)C2	0	4	-3	-2.3	-5	.	.	.	9
CCOC(=O)N1CCN(S(=O)(=O)c2ccc(C(=O)NNc3nc4cc(C)cc(C)c4s3)cc2)CC1	2	-15	.	-2.4	-4	-21	106	-14	-5
CC(=O)O[C@H]1C[C@@]2(O)[C@@H](OC(=O)c3ccccc3)C3[C@@](C)([C@@H](O)C[C@H]4OC[C@@]34OC(C)=O)[C@@H](O)[C@H](OC(C)=O)C(=C1C)C2(C)C (some centres undefined)	3	-7	-5	0.2	0	8	87	1	4
CC(=O)COc1nc2c(c(-c3ccco3)c1C#N)CCc1ccccc1-2	0	-11	.	0.2	.	29	102	-12	.
Cc1nc(CNC(=O)CC2C(=O)NCCN2Cc2ccc(F)cc2)cs1 (centres undefined)	.	-1	-4	0.5	-8	66*	106	-9	9
CCOC(=O)c1ccc(COC(=O)c2ccc(-c3nnc(-c4ccccc4)o3)cc2)o1	-2	-2	0	3.9	0	.	101	.	-4
Cc1ccc(S(=O)(=O)Nn2c(O)c(C=C3N=c4ccccc4=N3)sc2=S)cc1	6	20	1	6.2	-4	-28	99	16	-4
C[C@H](NC(=O)[C@H]1N2C(=O)c3ccccc3C2SC1(C)C)C(=O)N1CCC[C@H]1C(=O)O (some centres undefined)	-1	-10	-1	0.7	-6	13	103	-7	9
CCCNC(=O)C1CN(S(=O)(=O)c2ccccc2)CCN1S(=O)(=O)c1ccccc1 (centres undefined)	-5	-12	2	-1.0	6	0	102	-6	2
Cc1ccc(CCNS(=O)(=O)c2cc3c(cc2C)NC(=O)CO3)cc1	9	-14	.	-5.0	-6	15	100	1	7
COc1ccc2[nH]c(C(=O)NCc3ccccc3)cc2c1	6	4	4	1.8	0	15	75	-3	6
Nc1nc2n(n1)C(c1ccco1)CC(c1ccc(Cl)c(Cl)c1)N2 (centres undefined)	6	-7	-5	-0.2	6	17	94	-9	12
CC(=O)c1ccc(N2CCN(C(=O)c3noc4c3CSc3ccccc3-4)CC2)cc1	9	20	2	0.2	-1	-24	100	8	0
Cc1nc2ccccc2n1C(=O)c1ccc(Cl)cc1[N+](=O)[O-]	1	8	0	1.1	-4	-2	107	-6	-8
N#CC1=C(N)OC2=C(C(=O)CCC2)C1CCc1ccccc1 (centres undefined)	3	9	-2	1.5	-2	-16	108	-3	9
O=C(N/N=C/c1cc2c(cc1Br)OCO2)c1ccccn1	6	33	-4	-3.3	.	12	108	7	0
Cc1cc(N2CCCC2)ccc1/C=C1/C(=O)N(C)C(=S)N1C	31*	-23	-4	5.3	-63	38	77	-152	4
CCOc1ccc(C2C(C#N)=C(N)Oc3cc(C)n(CCN4CCOCC4)c(=O)c32)cc1OCC (centres undefined)	.	31	-2	-1.9	1	2	101	-12	4
COc1ccc(NC(=O)Nc2ccon2)c(OC)c1	-3	7	0	-1.4	-3	35	105	-1	0
Cc1nn(-c2ccccc2)c(C)c1C(=O)OC(C)C(=O)NC1CCCCC1C (centres undefined)	5	-4	-3	0.6	2	.	.	.	2
Cc1ncsc1C(=O)N1CCCC(C(=O)c2ccc3ccccc3c2)C1 (centres undefined)	3	60*	-3	1.1	2	23	99	-16	-3

A different layout for part of the listing above:
IDE inh	CRFBP-R2 block	GalR3 antagonist	CRFBP-R2 agonist	IDE cell activ	PHOSPHO1 block	MEKK3 PB1 HTS	pCIP destab	M4 PAM	Structure
31*	-23	-4	5.3	-63	38	77	-152	4	Cc1cc(N2CCCC2)ccc1/C=C1/C(=O)N(C)C(=S)N1C
1	8	0	1.1	-4	-2	107	-6	-8	Cc1nc2ccccc2n1C(=O)c1ccc(Cl)cc1[N+](=O)[O-]
-1	-10	-1	0.7	-6	13	103	-7	9	C[C@H](NC(=O)[C@H]1N2C(=O)c3ccccc3C2SC1(C)C)C(=O)N1CCC[C@H]1C(=O)O (some centres undefined)
-3	7	0	-1.4	-3	35	105	-1	0	COc1ccc(NC(=O)Nc2ccon2)c(OC)c1
3	60*	-3	1.1	2	23	99	-16	-3	Cc1ncsc1C(=O)N1CCCC(C(=O)c2ccc3ccccc3c2)C1 (centres undefined)

Continuation.
SMILES	IDE inh	CRFBP-R2 block	GalR3 antagonist	CRFBP-R2 agonist	IDE cell activ	PHOSPHO1 block	MEKK3 PB1 HTS	pCIP destab	M4 PAM
CCn1c(SCc2ccccc2)nc2cc(S(N)(=O)=O)ccc21	0	17	-7	0.1	-1	36	99	4	-9
CC(C)(C)N=C1NN=C(c2ccc(Cl)cc2)CS1	7	-6	-5	-1.4	12	17	100	13	2
COc1ccccc1NC(=O)C(O)C(O)C(=O)Nc1ccccc1OC (centres undefined)	2	7	-3	-0.3	4	14	100	12	5
C=CCC[C@@H](Cc1ccc(F)cc1)C(=O)OC[C@@H]1CCCN1C(=O)[C@H](CC=C)CC(=O)N[C@H](CO)Cc1ccccc1	3	-1	-3	-0.2	15	.	.	.	1
Cc1cccc(Cn2cnc3c(nnn3Cc3ccc(Cl)cc3)c2=O)c1	2	19	-5	8.9	-2	42	104	-15	-2
Cc1ccc(CN2C(=O)CCC2C(=O)NCc2cccnc2)cc1 (centres undefined)	2	-6	-2	-1.0	-4	-12	99	-13	9
O=C(/C(=N\Nc1ccccc1)Sc1nnnn1-c1ccccc1)c1ccccc1	3	5	2	-0.1	-3	-9	138*	-2	12
COCCNC(=S)NNc1ccccc1[N+](=O)[O-]	0	6	-7	1.6	6	-58	92	-7	13
OCCN1CCN(c2nc(-c3ccccc3O)nc3ccccc23)CC1	0	-3	-10	3.2	1	28	107	-7	-2
CCC1(c2ccccc2)SC(N)=NC1=O (centres undefined)	.	2	-6	-0.3	3	.	.	.	0
CC(SCc1ccccc1)C(=O)Nc1ccccc1Br (centres undefined)	-1	-9	-5	-2.9	-2	19	105	-1	6
CCOC(=O)N1CCN(C(=O)C2CCN(C(=O)c3ccc([N+](=O)[O-])cc3)CC2)CC1	-7	-5	0	-5.6	6	41	101	-2	-1
Cc1ccccc1OCCC(=O)OCC(=O)Nc1ccc(N2CCOCC2)cc1	-2	21	-3	0.7	3	24	98	-5	-2
COc1ccc(S(=O)(=O)NCC2CCCN(C(=O)c3cccs3)C2)cc1 (centres undefined)	-3	-2	1	0.8	-1	10	92	-9	3
CN(Cc1nc2ccccc2c(=O)[nH]1)C(=O)c1ccc(NC(=O)CSc2nnnn2C)cc1	3	-21	-5	-1.4	2	.	.	.	2
CC(NC(=O)COC(=O)c1ccccc1Nc1ccccc1)c1ccccc1 (centres undefined)	1	1	-9	-0.2	3	-2	96	-2	6
CCOc1ccccc1C(=O)NC(C)CCc1ccccc1 (centres undefined)	6	-1	-3	-7.5	.	.	.	.	2
COc1ccc2c(Cl)c(C(N)=O)sc2c1	1	-51	1	-1.0	1	0	103	-2	7
COc1cccc2cc(C(=O)N3CCCCC3C)c(=O)oc12 (centres undefined)	-1	11	-3	-3.0	0	14	100	-4	2
O=C(Nc1ccccc1)ON=C1CCCC1	1	5	3	-1.7	2	4	109	-4	-10
O=C(CCC1CCCN(Cc2ccncc2)C1)NCc1ccc(F)c(F)c1 (centres undefined)	1	3	-4	0.7	3	37	103	-13	-7
Cc1cc(Br)ccc1NC(=O)c1cnc(N2CCN(c3ccccn3)CC2)c2ccccc12	1	-21	-5	0.4	.	-20	97	-2	-11
O=c1c2cc(Cl)ccc2nc(-c2ccccc2)n1O	-1	5	-6	-2.4	6	-4	105	-8	1
COc1ccc(OCC(=O)NC2CC(C)(C)NC(C)(C)C2)cc1	-2	-15	-3	-1.4	4	5	87	-4	5
COC(=O)CCCC(=O)NC(C)c1cnn(-c2ccccc2C)c1C (centres undefined)	0	-48	-4	2.5	3	16	97	-16	1
